Bioassay records: PubChem, several laboratories
GalR3 antagonist – antagonists of human GalR3; O60755; HEK293 GalR3-CNG cAMP membrane potential fluorescence; galR3 body fused to GalR1 C-terminus; inhibition, % at 3 µM; hit rate 0.44% among 360,000;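 active means inhibition above the screen-wide average plus 3 SD, cut at about 13% in these data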;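 further: forskolin and galanin both at EC90 stimulate the cells; cAMP rise reported by CNG channel membrane potential dye signal; 0% = forskolin plus galanin with DMSO and 100% = forskolin alone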
Target sequence (O60755 1-299 limits assumed): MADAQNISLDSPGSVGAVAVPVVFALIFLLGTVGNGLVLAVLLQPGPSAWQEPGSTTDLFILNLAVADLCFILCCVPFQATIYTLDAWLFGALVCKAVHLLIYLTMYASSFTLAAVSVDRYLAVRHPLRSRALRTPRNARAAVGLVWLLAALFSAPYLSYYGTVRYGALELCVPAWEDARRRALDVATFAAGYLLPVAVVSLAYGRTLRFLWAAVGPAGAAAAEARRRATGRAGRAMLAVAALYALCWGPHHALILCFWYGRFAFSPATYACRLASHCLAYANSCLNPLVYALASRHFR
GPR7 antag – blocks human GPR7 receptor signaling; P48145; GPR7-expressing cells, fluorescence antagonist assay; inhibition, % at 4.4 µM; hit rate 1.1% among 290,000; in the data active means inhibition above about 16%, passing the limit was not always enough;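 further: cells stimulated with the agonist NPW; 0% = agonist with vehicle and 100% = vehicle without agonist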
Target sequence (P48145 whole entry, looked up): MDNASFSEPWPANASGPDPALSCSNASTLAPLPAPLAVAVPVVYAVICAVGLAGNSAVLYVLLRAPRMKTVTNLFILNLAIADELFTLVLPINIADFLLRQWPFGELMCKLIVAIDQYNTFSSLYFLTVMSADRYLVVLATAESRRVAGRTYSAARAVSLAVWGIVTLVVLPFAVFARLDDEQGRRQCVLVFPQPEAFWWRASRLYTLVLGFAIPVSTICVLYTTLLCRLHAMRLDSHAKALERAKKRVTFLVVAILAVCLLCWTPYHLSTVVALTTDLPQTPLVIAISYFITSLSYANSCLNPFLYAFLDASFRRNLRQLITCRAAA
IMP-1 inhibitor – inhibitors of Pseudomonas aeruginosa IMP-1 metallo-beta-lactamase; purified IMP-1, nitrocefin hydrolysis, epi-absorbance fluorescence; inhibition, % at 5.6 µM; hit rate 0.45% among 290,000; AID 1556;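 active means inhibition above the mean plus 3 SD of all compounds in the same screening run, cut at about 4.5% in these data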;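 further: 0% = IMP-1 with DMSO and 100% = DMSO wells lacking enzyme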
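Assay system: purified IMP-1; Quantity: IMP-1 0.2 nM before substrate addition; Medium: HEPES buffer pH 7.1 with ZnSO4 and Brij 35; Incubation: 15 min enzyme–compound preincubation, then 25 min nitrocefin reaction, 25 °C; Signal: fluorescence quenching readout, ex 480/em 530 nm; Controls: DMSO with and without IMP-1; Repeats: singlicate testing.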
HCV NS3 hel inh – HCV NS3 helicase inhibition; NS3 helicase DNA unwinding, Cy5 molecular beacon fluorescence; inhibition, % at 10.9 µM; hit rate 0.56% among 290,000; AID 1800;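 active means inhibition above the mean of all tested compounds plus 3 SD, set per campaign, cut at about 35% in these data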;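 further: 0% = DMSO wells and 100% = thioflavine S control wells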
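test system = hepatitis C virus NS3 helicase domain fragment enzyme | reagent = annealed dual-labelled DNA beacon duplex, ATP-started | times = 1 h at 25 °C | detection = Cy5 fluorescence, 0 and 60 min reads | read-out basis = percent inhibition from t60/t0 fluorescence ratio | control set = DMSO and thioflavine S | replication = one well per compound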
OXTR ag – agonists of human oxytocin receptor; P30559; CHO-OTR cells, Fluo-8 calcium fluorescence; normalized: DMSO 0%, oxytocin 100%; activation, % at 3 µM; hit rate 0.32% among 320,000; AID 2435;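 active means activation above the mean of all tested compounds plus 3 SD, cutoff set per screening run, cut at about 20% in these data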;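 further: peak over basal fluorescence ratio from a 100 s FLIPR kinetic read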
Target sequence (P30559 whole entry, looked up): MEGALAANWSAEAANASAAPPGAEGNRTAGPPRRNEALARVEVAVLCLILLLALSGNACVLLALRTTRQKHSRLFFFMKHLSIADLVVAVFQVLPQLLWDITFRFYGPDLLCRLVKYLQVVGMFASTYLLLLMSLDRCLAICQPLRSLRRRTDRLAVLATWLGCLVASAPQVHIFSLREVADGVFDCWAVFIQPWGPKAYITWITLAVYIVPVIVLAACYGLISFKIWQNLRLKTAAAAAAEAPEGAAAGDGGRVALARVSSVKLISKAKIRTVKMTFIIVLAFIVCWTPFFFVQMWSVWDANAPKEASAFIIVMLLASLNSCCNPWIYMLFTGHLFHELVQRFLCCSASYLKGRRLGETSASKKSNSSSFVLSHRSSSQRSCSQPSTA
PHOSPHO1 inh – inhibitors of human PHOSPHO1 phosphatase; recombinant PHOSPHO1, absorbance phosphatase assay; hit rate 1.1% among 290,000; inhibition, % at 13.3 µM; AID 1565; Q8TCT1; in the data active means inhibition above about 60%
V1aR counter – activates human V1a receptor in oxytocin agonist counter-screen | P37288 | CHO-V1R cells, Fluo-8 calcium fluorescence, agonist mode; 0% DMSO, 100% 3 nM vasopressin | activation, % at 3 µM | hit rate 0.25% among 320,000 | AID 2797;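 active means activation above the mean activation of all tested compounds plus 3 SD, per screening run, cut at about 20% in these data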;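 further: signal is peak over basal fluorescence ratio across a 100 second FLIPR read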
FID counter – fluorescent intercalator displacement, NS3 helicase counter-screen | inhibition, % at 7.9 µM | AID 1845 | hit rate 0.17% among 290,000 | DNA fluorescent intercalator displacement, fluorescence; in the data active means inhibition above about 37%;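 further: 0% = vehicle and 100% = reference compound; higher means more ethidium bromide displaced from hairpin DNA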
VIM-2 inhibitor – blocks Pseudomonas aeruginosa VIM-2 metallo-beta-lactamase; purified VIM-2, nitrocefin hydrolysis, epi-absorbance fluorescence; inhibition, % at 5.6 µM; hit rate 0.89% among 290,000;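 active means inhibition above the mean of all tested compounds plus 3 SD, cutoff set per screening run, cut at about 7.5% in these data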;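 further: red hydrolysis product quenches plate fluorescence so inhibitors raise well fluorescence; 0% = enzyme with DMSO and 100% = DMSO without enzyme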
An asterisk follows results filed as active; nt = not tested or not shown.

canonical_smiles,GalR3 antagonist,GPR7 antag,IMP-1 inhibitor,HCV NS3 hel inh,OXTR ag,PHOSPHO1 inh,V1aR counter,FID counter,VIM-2 inhibitor
COC(=O)c1cc(Cl)c(NC(=O)c2ccc(C(C)(C)C)cc2)cc1OC,-7,-18,-3.5,-9,0.2,-3,2.1,-14,-3.1
O=C(COC(=O)c1cc(Cl)nc2ccccc12)c1ccc(Cl)cc1,0,-6,1.9,3,0.6,-30,0.3,-4,-0.3
O=C(OCc1nc2ccccc2s1)C1CCN(S(=O)(=O)c2cccs2)CC1,-6,-12,-2.1,-8,3.5,-25,2.8,-20,-2.9
CCOP(=O)(O)c1ccccc1OCCCCCOc1ccccc1P(=O)(O)OCC,-2,-5,-1.6,-6,0.9,20,0.6,-22,-0.2
COc1ccc(-n2c(Cc3cccn3C)nnc2SCC(=O)NCc2ccc(F)cc2)cc1,-2,-9,-4.4,5,-1.0,-6,-0.2,-38,-1.7
Oc1[nH]c(=S)sc1/C=C1\C(c2ccccc2)=Nc2ccccc21,-3,5,0.9,-2,7.8,-31,7.8,4,-3.8
Cc1ccc(NC(=O)c2ccccc2)cc1OC(=O)c1ccccc1,-3,-12,-2.1,-9,-1.5,16,-0.1,-14,-1.7
CC(C)N1CCN(Cc2cccs2)CC1CCO (stereo unspecified),2,-1,-4.0,13,nt,14,nt,-6,-4.7
COc1ccc(C(C)C)cc1S(=O)(=O)NC1CCCC1,-4,1,0.3,3,-0.7,33,-0.5,-27,-1.9
CCOC(=O)c1sc2cc([N+](=O)[O-])cc(SCCO)c2c1N,0,-3,-2.7,-2,7.2,-4,6.8,5,-1.8
CCN(CC)c1ccc(N2C(=O)/C(=C/c3cccnc3)SC2=S)cc1,1,-14,-0.9,6,0.9,18,1.6,-3,-2.6
Cc1ccc2nc3c(c(N)c2c1)CCN3c1ccccc1,-2,-4,0.3,-4,1.0,-6,-0.1,15,1.6
COc1ccc(/C=C/C(=O)NC(=S)NNC(=O)c2cc(OC)c(OC)c(OC)c2)cc1OC,-4,-10,-0.4,13,-1.6,-54,-0.8,-39,-0.9
CCCCc1cc(=O)oc2c(C)c(OCC(=O)NCCN3CCOCC3)ccc12,1,2,1.2,-4,-0.3,26,-0.2,12,4.9
Cc1ccc(S(=O)(=O)N/N=C/c2ccc(OCC(=O)NC(C)C)cc2)cc1,-2,5,-1.4,1,0.5,nt,1.3,-11,-9.6
O=C(Cc1ccc(F)cc1)Oc1ccc(C(=S)N2CCCC2)cc1,0,-2,-0.7,6,-1.7,0,2.8,-12,-2.4
CCc1ccc(C2CC(=O)N3CN(c4ccccc4)CSC3=C2C#N)cc1 (stereo unspecified),nt,4,-1.6,44*,0.0,86*,0.2,-40,-3.7
Nc1c2c(nc3cccc(Cl)c13)N(c1ccccc1)CC2,-8,6,-1.8,18,0.5,23,0.1,-1,-3.9
CCOC(=O)c1nn(-c2ccccc2F)c2nc(-c3ccco3)c(C#N)c(=O)n12,-1,-11,-1.2,-5,-1.6,-3,-1.3,-3,-0.1
CCOC(=O)c1ccc(NC(=O)C2(c3ccccc3)CCOCC2)cc1,-3,-3,1.0,-7,-1.2,-2,0.1,-26,-0.8
Clc1ncccc1-c1nnn(-c2ccccc2Br)n1,-4,-9,-1.2,6,-1.0,30,0.4,-6,-2.6
CCC(CC)NC(=O)Cc1ccccc1[N+](=O)[O-],-3,-5,1.6,1,-0.5,-4,-0.3,4,1.0
O=C(CCC1CCCN(C(=O)c2cncs2)C1)NCc1ccc(F)c(F)c1 (stereo unspecified),6,3,-1.3,7,-1.9,19,-0.5,-8,1.1
CCCCCCN=C(C)c1ccccc1O,5,-11,-0.8,13,0.8,44,-0.3,-9,-1.4
CCN1C(=O)[C@H]2[C@@H](c3ccc(C)cc3)N3C(=O)N(c4ccc(C)cc4)C(=O)[C@@]3(Cc3ccc(Cl)cc3)[C@H]2C1=O,-9,0,-4.4,-34,-0.1,25,0.8,-21,-3.8
CCOc1ccccc1N(CC(=O)Nc1ccc(S(=O)(=O)N2CCOCC2)cc1)S(C)(=O)=O,-9,-1,-2.3,17,3.2,-4,1.8,-32,-0.8
COc1cccc(N(C(=O)CNC(=O)c2ccco2)C(C(=O)NC2CCCC2)c2ccco2)c1 (stereo unspecified),4,-10,-0.2,-4,0.6,26,2.3,-23,-0.2
CCSc1nc2ccccc2n1S(=O)(=O)c1ccccc1,4,0,-0.7,-9,-0.3,17,-0.5,-1,-1.0
COc1ccc(CCN2CCCC(CN(C)C(=O)c3ccoc3)C2)cc1 (stereo unspecified),-2,-10,-3.4,7,nt,27,nt,9,-3.6
O=C1Nc2ccccc2C12NCCc1c2[nH]c2ccccc12 (stereo unspecified),-3,0,1.1,-3,0.1,10,1.5,-5,-1.7

HCV NS3 hel inh, hit marks shown above.
canonical_smiles | GalR3 antagonist | GPR7 antag | IMP-1 inhibitor | HCV NS3 hel inh | PHOSPHO1 inh | VIM-2 inhibitor
CCc1ccc(C2CC(=O)N3CN(c4ccccc4)CSC3=C2C#N)cc1 (stereo unspecified) | nt | 4 | -1.6 | 44* | 86* | -3.7

Next entries follow:
canonical_smiles,GalR3 antagonist,GPR7 antag,IMP-1 inhibitor,HCV NS3 hel inh,OXTR ag,PHOSPHO1 inh,V1aR counter,FID counter,VIM-2 inhibitor
CSc1nc2nc(-c3ccc(F)cc3)c(CCN3CCN(C)CC3)cn2n1,-2,-10,-1.2,9,1.4,31,1.9,-1,3.1
O=C(O)Cc1ccc(OCc2ccc(Cl)nc2)cc1,3,-8,1.4,-8,0.6,49,0.2,-1,-0.1
CCc1cc2c(cc3c(=O)n(CC(=O)NCCCN4CCCCCC4)nc(CC)n32)s1,-2,-20,-3.8,-25,-1.5,42,-0.6,8,2.5
O=c1c2cccnc2[nH]c(=S)n1Cc1ccccc1,0,-6,-4.7,9,0.5,1,0.4,5,-5.3
COc1ccc(N2CCN(C(=O)CCc3nc(-c4ccc(C)cc4)no3)CC2)cc1,-5,-2,-2.8,-6,-0.4,14,1.0,-6,-3.0
CC/C(=N\NC(=O)c1c(C)nc2ccccn12)c1ccccc1,-4,4,-2.2,-2,1.0,15,1.3,-11,-1.1
CCOC(=O)c1ccc(-c2ccc(/C=C(\C#N)C(=O)NCC3CCCO3)o2)cc1 (stereo unspecified),1,-20,-2.8,-1,-1.2,34,-1.4,-7,-2.5
COC(=O)c1cc(NC(=O)c2cc(-c3ccc(C(F)(F)F)cc3)oc2C(F)(F)F)ccc1N1CCOCC1,2,-6,-2.0,12,-0.4,58,-0.4,-9,-2.1
Cc1ccc(CNC(=O)[C@H]2C[C@@H]2[C@H](NP(=O)(c2ccccc2)c2ccccc2)c2ccccc2)o1,-3,-5,-0.4,4,-2.2,-23,-0.2,-32,1.1
CCOC(=O)c1nc(NNC(=O)c2ccc([N+](=O)[O-])cc2)sc1C,-7,-22,-7.0,34,9.2,44,8.9,-5,-1.9
C=CCOC(=O)c1ccc(N2CCN(c3ccccc3)CC2)nc1,-4,7,-1.2,-4,1.5,33,0.4,-32,2.1
Cc1ccc(CN2C(=O)CCC2C(=O)NCc2ccc(F)cc2)cc1 (stereo unspecified),4,-15,-2.7,-1,-0.6,31,0.5,-1,-0.2
c1ccc(NCc2nc3ccccc3n2CCOc2ccccc2)cc1,-4,0,-4.1,-15,0.5,2,4.2,-9,-2.3
CNC(=O)NC1CCCCc2sccc21 (stereo unspecified),-4,7,-0.4,6,-0.7,15,-0.3,3,-2.1
O=C(O)[C@@H]1Cc2c([nH]c3ccccc23)C2CCC(=O)N21 (stereo partly specified),-8,-8,-1.8,33,0.8,16,1.7,-5,-3.2
CC1C/C(=N\NC(N)=S)c2cc(Cl)ccc2S1 (stereo unspecified),-1,-12,-1.4,-10,-1.1,27,-1.1,-7,-0.8
O=C(O)Cn1c(SCCOc2ccccc2)nc2ccccc21,-5,-5,-3.1,-3,1.3,12,1.3,-18,-2.2
CCOC(=O)CCC(=O)N1CCOCCOCCN(C(=O)CCC(=O)OCC)CCOCC1,6,-9,-4.0,2,-0.3,5,0.6,-16,-2.4
Cc1cccnc1NC(=O)CSc1nnc(CNC(=O)c2cccc([N+](=O)[O-])c2)n1C,-5,-6,-1.9,2,-0.4,28,0.2,-15,-2.0
COc1ccc([N+](=O)[O-])cc1NS(=O)(=O)Cc1ccccc1,-5,-15,-3.9,-1,1.4,nt,0.6,2,-2.5
Cc1c(C(=O)OC(C)C)sc(N)c1C(=O)OC(C)C,-1,-16,-3.3,-6,-3.2,-25,-1.2,-20,-3.6
CC1=CC=CC2=NC(=O)CC(C)(C(=O)N(CC(=O)NC3CCCC3)c3ccccc3C)N12 (stereo unspecified),0,-3,-1.2,12,0.8,16,-0.3,-5,0.1
COc1ccc(CN2CCn3nc(C(=O)NC4CC4)cc3C2=O)cc1,-4,-9,-1.3,-4,0.5,34,0.7,-8,-1.4
O=S1(=O)NC2c3ccccc3CC2O1 (stereo unspecified),8,-7,-1.4,40*,0.6,10,0.3,4,-2.0
O=C(CC12CC3CC(CC(C3)C1)C2)Nc1ccc2c(c1)COC2=O,-6,7,-1.6,1,1.4,26,3.2,-12,-1.7
CCCCN(CC)S(=O)(=O)N1CCC(C(=O)NCc2ccc(F)cc2)CC1,-2,-6,-5.8,-7,3.8,20,3.3,-27,-4.5
CCNC(=O)Nn1c(-c2ccccc2)nc2ccccc2c1=O,1,5,0.3,1,0.4,18,-0.2,-2,2.3
O=C(Cc1ccc(Cl)cc1)OCc1nnc(-c2ccccc2)o1,-5,-1,-2.6,-4,-2.2,60*,-0.3,-23,-3.7
Cc1cccn2c(=O)c3cc(S(=O)(=O)c4ccc(Br)cc4)c(=N)n(C4CCCCC4)c3nc12,10,-9,-2.7,3,0.1,8,0.3,-2,-2.0
COc1ccc(CNC(=O)CSc2nn3c(=O)c(C(C)(C)C)nnc3s2)cc1OC,-5,-10,-2.9,-4,-0.3,-39,-0.2,-28,-0.7
O=C(NCc1ccco1)c1cc(-c2ccc(Cl)cc2)on1,-2,6,1.1,3,-0.2,18,3.9,2,2.3
COc1ccc(-n2cnnc2SCC(=O)c2cc(C)n(Cc3cccs3)c2C)cc1,3,-1,-0.3,-11,-0.5,49,1.4,-23,-2.4
Cc1ccc(CS(=O)Cc2ccc(C(=O)NC3CCCCC3)o2)cc1 (stereo unspecified),-10,16,1.8,20,-1.6,55,-0.6,-38,1.2
COc1ccc(C(=O)CC2SC(N)=NC2=O)cc1 (stereo unspecified),-3,-10,-1.1,1,1.4,58,-0.1,-1,4.4

No enrichment for hits, and some 4.3% of all compounds hit somewhere here.
